Bioassay records: PubChem BioAssay, National Center for Advancing Translational Sciences (NCATS)
S3 lipid droplet: qHTS Assay for Lipid Storage Modulators in Drosophila S3 Cells. Drosophila S3 cells, BODIPY lipid droplet fluorescence, 18-24 h; cells fed with added oleic acid. lipid storage change, negative = inhibition, % at the top dose, mostly 46.1 µM; hits show Potency in µM. hit rate 0.64% among 320,000. AID 2685; active = well fitted inhibition curve with a large enough effect in the signal ratio, with a control signal flat, not every such curve was filed as active; inconclusive = small, poorly fitted or top-dose-only effect, or effect the other way, or a change in a side signal; the % refers to the signal ratio
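Drosophila S3 cells loaded with oleic acid (400 uM, as added) and compounds at several concentrations; lipid droplets imaged by 488-nm laser-scanning cytometry, 500–530 nm intensity and object ratio to cell channel. Percent activity normalized to 20 uM Triacsin C.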
S3 lipid droplet cell count max: also measured in S3 lipid droplet; calls as there; cell number change, %; measured here: cell count max response;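 cells counted by Cell Tracker Red CMTPX staining in the red channel; peak over a dose series mostly up to 46.1 µM; percent activity relative to internal control wells on each plate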
Active calls of the source: *; i = inactive; ? = inconclusive; . = not tested or not shown. % is scaled to controls: 0 for no effect and ±100 for the full control effect; potency is read from the fitted curve at half-maximal effect. Not all compounds are listed; rates above refer to the full screens.

SMILES | S3 lipid droplet | S3 lipid droplet cell count max
Cc1cc(NC(=O)COc2ccc(Cl)cc2Cl)n(CCC#N)n1 | 11% | 0
O=C(Nc1cccc(NC(=O)c2ccco2)c1)c1ccc2c(c1)OCO2 | ? | .
CCc1n[nH]c(=S)n1/N=C/c1cccc2ccccc12 | ? | .
CCC(Sc1nncn1C)C(=O)Nc1ccccc1OC (stereo not given) | i | .
O=C(NCc1ccco1)c1ccc(Cn2c(=O)c3sccc3n(Cc3ccc(F)cc3)c2=O)cc1 | ? | .
Cc1ccc(C(=O)OCC(=O)Nc2ccc3[nH]c(=O)[nH]c3c2)cc1[N+](=O)[O-] | ? | .
COc1ccc(CNC(=O)CCN2C(=O)c3ccccc3C2=O)cc1OC | ? | .
NC(=S)Nc1ccccc1Br | 11% | -6

More results
SMILES | S3 lipid droplet | S3 lipid droplet cell count max
O=C(O)CCC(=O)c1ccc2c(c1)OCCCO2 | 6% | -8
Cn1c(NCC2CCCO2)nc2c1c(=O)n(Cc1ccccc1)c(=O)n2C (stereo not given) | 27% | 18
O=C(CN1CCN(c2cccc(Cl)c2)CC1)Nc1ccc(S(=O)(=O)N2CCOCC2)cc1 | ? | .
Cc1cccc(Oc2ccc(N)cc2)c1 | ? | .
CCOC(=O)C1=C(COC(=O)CCCOc2ccccc2)NC(=O)NC1C (stereo not given) | ? | .
CCC1CCCCN1C(=O)Cn1c(C(=O)OC)cc2sc(Cl)cc21 (stereo not given) | 19% | 5
COc1ccc(/C=C/C(=O)NC2CC3CCC2C3)cc1 (stereo not given) | i | -5
S=C(NCc1ccc2c(c1)OCO2)Nc1ccc(-c2nc3ccccc3[nH]2)cc1 | ? | .

(continued)
SMILES | S3 lipid droplet | S3 lipid droplet cell count max
O=c1[nH]c2ccccc2nc1-c1ccc(Cl)cc1 | ? | .
O=C(NC1CC1)c1scc2c1OCCO2 | -1% | -9
CCOc1ccccc1CN1CCNC(=O)C1CC(=O)NCCCn1cccn1 (stereo not given) | i | -12
CN(C(=O)CN1CCN(c2ccc([N+](=O)[O-])cn2)CC1)c1ccccc1 | 7% | 6
CC(=O)c1ccc(NC(=O)C(C)N(C)CC(=O)Nc2ccc(Cl)cc2)cc1 (stereo not given) | 0% | 0
CCOC(=O)N1CCC(N2C(=O)c3ccc(C(=O)Nc4ccc(F)cc4F)cc3C2=O)CC1 | -1% | -12
CN1CCNC(=O)C1CC(=O)NCC1(c2ccccc2)CCCCC1 (stereo not given) | 19% | -6
CCOC(=O)c1cc(=O)n2c(nc3ccccc32)[nH]1 | ? | .

Later entries:
SMILES | S3 lipid droplet | S3 lipid droplet cell count max
O=C(N/N=C/c1ccncc1)c1ccc(NS(=O)(=O)c2cccs2)cc1 | 7% | -9
O=C(CN1C(=O)c2ccccc2C1=O)Nc1ccc(Cl)cn1 | -16% | -11
COc1cccc(/C=C2\NC(=O)NC2=O)c1O | ? | .
Cc1nc(S(=O)(=O)N2CCN(C3c4ccccc4-c4ccccc43)CC2)cn1C | 11% | 19
O=C(Nc1ccccc1N1CCOCC1)c1cc2ccccc2o1 | ? | .
COc1cc(S(=O)(=O)N2CCCC3(CCCCC3)C2)ccc1-n1cnnn1 | i | 4
CC(=O)c1sc(NC(=O)COc2c(C)cc(Cl)cc2C)nc1C | ? | .
Cc1nc(Nc2ccccc2)sc1C(=O)Nc1ccccc1 | 0% | 5

Remaining list, next part
SMILES | S3 lipid droplet | S3 lipid droplet cell count max
CCOc1cc(N2CCOCC2)c(OCC)cc1NC(=O)CN1C(=O)NC2(CCc3ccccc32)C1=O (stereo not given) | ? | .
CC(=O)c1ccc(OCC(=O)OCC(=O)NCc2ccco2)cc1 | ? | .
Cc1ccc(C(=O)OCC(=O)NC2CCCC(C)C2C)cc1S(=O)(=O)N1CCCCC1 (stereo not given) | ? | .
COc1ccc(-c2nc(-c3ccc(NC(=O)c4ccncc4)cc3)no2)cc1OC | ? | .
CC(=O)NCCc1ccc(S(=O)(=O)Nc2ccc(C)c(S(=O)(=O)N3CCOCC3)c2)cc1 | i | -25
Cc1cc(C)n(-c2nnc(C)n2/N=C/c2ccccc2F)n1 | i | 19
Cc1cccc(-n2ccnc2SCC(=O)Nc2ccc3c(c2)OCCO3)c1 | ? | .
Cc1noc(C)c1CSCC(=O)Nc1cc(S(=O)(=O)N2CCCCC2)ccc1OC(C)C | ? | .

Next records
SMILES | S3 lipid droplet | S3 lipid droplet cell count max
Cn1c(=NC(=O)C2CC2)sc2cccc(F)c21 | ? | .
CCn1cc(C(=O)NN)c(=O)c2cc(F)c(N3CCN(C)CC3)cc21 | ? | .
Cc1c(CC(=O)NCC(=O)N[C@H](Cc2ccccc2)C(=O)O)c(=O)oc2cc(O)ccc12 | ? | .
CC(C)(C)OC(=O)N1CC2Cc3[nH]c(=O)ccc3C(C2)C1 (stereo not given) | i | 22
CC(CNC(=O)COc1ccc2c(c1)OCO2)c1ccccc1 (stereo not given) | ? | .
COCCOC(=O)c1c(C)oc2ccc(OS(C)(=O)=O)cc12 | -3% | -3
COc1ccc(S(=O)(=O)N2CCC(NC(=O)C3CCCCC3)CC2)cc1 | 30% | 18
CC1CC(C)CN(C2CCCCC2NS(=O)(=O)c2ccc(Cl)cc2)C1 (stereo not given) | i | 14

New compounds follow.
SMILES | S3 lipid droplet | S3 lipid droplet cell count max
Cc1ccc(S(=O)(=O)N2CCCCC2)cc1C(=O)OC(C)C(=O)NC1CCCCC1C (stereo not given) | 12% | 3
CCOC(=O)c1ccccc1NC(=O)C1CC(=O)N(c2ccccc2)C1 (stereo not given) | ? | .
CCOc1cccc2cc(C(=O)Oc3ccc(OC)cc3)c(=O)oc12 | 12% | -9
Cc1cccc(NC(=O)COn2nnc3ccc(S(C)(=O)=O)cc32)c1 | ? | .
CCOc1ccccc1N1CCN(C(=O)Nc2cccc(Cl)c2)CC1 | i | -15
COc1ccc(C2CC(c3cccs3)=NN2C(=O)CSC2=NN3CCCC(=O)N=C3S2)cc1 (stereo not given) | 10% | 14
CCCCn1c(N)c(N(CCOC)C(=O)C(C)Oc2ccc(Cl)cc2)c(=O)[nH]c1=O (stereo not given) | ? | .
CC(C)(C)CC(=O)Nc1cccc(-c2cn3cccnc3n2)c1 | ? | .

Not a retest: an excerpt of the list.
SMILES | S3 lipid droplet | S3 lipid droplet cell count max
CC1CC(C)CN(C2CCCCC2NS(=O)(=O)c2ccc(Cl)cc2)C1 (stereo not given) | i | 14
Cc1ccc(S(=O)(=O)N2CCCCC2)cc1C(=O)OC(C)C(=O)NC1CCCCC1C (stereo not given) | 12% | 3
CCOC(=O)c1ccccc1NC(=O)C1CC(=O)N(c2ccccc2)C1 (stereo not given) | ? | .
CCOc1cccc2cc(C(=O)Oc3ccc(OC)cc3)c(=O)oc12 | 12% | -9
Cc1cccc(NC(=O)COn2nnc3ccc(S(C)(=O)=O)cc32)c1 | ? | .
CCOc1ccccc1N1CCN(C(=O)Nc2cccc(Cl)c2)CC1 | i | -15

(more compounds)
SMILES | S3 lipid droplet | S3 lipid droplet cell count max
CCOc1ccc(C(=O)NCCc2cnc[nH]2)cc1 | ? | .
Cc1sc(NC(=O)/C=C/c2ccc(C(C)C)cc2)c(C#N)c1C | -6% | 0
CCc1ccc(NC(=O)CSc2nnc(C3CC3)n2CC2CCCO2)cc1 (stereo not given) | ? | .
CCNc1nc(NC(C)C)nc(OCCOC(=O)c2ccccc2)n1 | -14% | -4
Cc1ccc(C)c(OCCC(=O)OCC(=O)N2c3ccccc3NC(=O)C2(C)C)c1 | 2% | -21
CCCCN1C(=O)C(C)=C(C)C1OCCc1ccc(OC)c(OC)c1 (stereo not given) | i | 12
Cc1ccc(C(=O)Nc2nc3ccc(S(C)(=O)=O)cc3s2)o1 | 3% | -17
O=C(CCC(=O)c1cccs1)Nc1ccccc1F | -2% | 15

Following part:
SMILES | S3 lipid droplet | S3 lipid droplet cell count max
Cc1csc(=O)n1CCC(=O)OCC(=O)Nc1ccc(F)c(F)c1F | ? | .
CCOP(=O)(OCC)c1nc(-c2ccc(Cl)cc2Cl)oc1N1CCCCC1 | ? | .
C/C(Cc1ccccc1)=N\NC(=O)CNC(=O)c1cccc(F)c1 | ? | .
C=CCOc1cccc(C2/C(=C(/O)c3ccc(C)cc3)C(=O)C(=O)N2CCN2CCOCC2)c1 (stereo not given) | -2% | 9
CC(=O)Nc1nc(-c2ccc3c(c2)CC(C)N3C(=O)C2CC2)c(C)s1 (stereo not given) | ? | .
Cc1cccc(OC(C)C(=O)N/N=C\c2ccncc2)c1 (stereo not given) | ? | .
CN(C)S(=O)(=O)c1cccc(C(=O)NCC2(N3CCOCC3)CCCCC2)c1 | 5% | 7
CCCCC(=O)Nc1ccc(C(=O)NNC(=O)c2ccc(C)c(Br)c2)cc1 | 11% | 1

The results go on:
SMILES | S3 lipid droplet | S3 lipid droplet cell count max
O=S(=O)(O)c1nc2ccccc2n1Cc1ccccc1 | 10% | -5
CN(Cc1ccccc1)c1ccc(S(=O)(=O)N2CCC(C(=O)O)CC2)cc1[N+](=O)[O-] | ? | .
Cc1ccc(-c2ccnc(=S)[nH]2)cc1 | ? | .
COCCOC(=O)c1c(C)n(C)c2ccc(OC(=O)c3c(OC)cccc3OC)cc12 | ? | .
Cc1occc1C(=O)NNC(=O)Nc1ccc(F)cc1F | ? | .
CN(Cc1ccccc1)C(=O)CN1C(=O)NC2(CCCC2)C1=O | ? | .
O=c1oc2ccccc2n1CSC1=NCCS1 | ? | .
CN1CCN(C(=O)N2c3ccccc3C=Cc3ccccc32)CC1 | ? | .

The list continues:
SMILES | S3 lipid droplet | S3 lipid droplet cell count max
CCCOC(=O)C1=C(C)NC(=O)NC1c1ccc(Br)s1 (stereo not given) | 5% | -1
C=CCNc1nc(Cl)nc(Nc2ccccc2)n1 | ? | .
CCOc1ccc2nc(SCC(=O)NCc3ccc(S(N)(=O)=O)cc3)sc2c1 | ? | .
C=CCOC(=O)C1=C[C@@H](c2ccc3c(c2)OCO3)C[C@@H](OCc2ccc(CO)cc2)O1 | 8% | 1
COCCn1nnnc1CN1C2CCCC1CC(NC(C)=O)C2 (stereo not given) | ? | .
COc1ccc(CNCCNC(=O)c2cccs2)cc1OC | -12% | -4
COC(=O)[C@H]1C[C@@H]1[C@H](NC(=O)c1ccccc1)c1ccccc1 | -3% | -2
CCn1cc(C(=O)O)c(=O)c2cnc(N3CCN(C(=S)Nc4ccc(F)cc4)CC3)nc21 | 12% | -8

Remaining list, next part.
SMILES | S3 lipid droplet | S3 lipid droplet cell count max
Cc1cnc(C(=O)N2CCCC(C(=O)c3cccc(OC(C)C)c3)C2)cn1 (stereo not given) | 3% | -12
COc1cccc(NC(=O)CN(C)CC(=O)Nc2ccc3c(c2)CCC3)c1 | ? | .
CNc1ccc(C(=O)OCC(=O)NCc2ccc3c(c2)OCO3)cc1[N+](=O)[O-] | ? | .
CN(C(=O)c1ccc(S(=O)(=O)c2cccc(Cl)c2)c([N+](=O)[O-])c1)C1CCCCC1 | -5% | -7
CCOC(=O)c1[nH]c2c(c1C)C(=O)CC(c1ccc(OC)c(OC)c1)C2 (stereo not given) | ? | .
Cc1ccc(OCCC(=O)OCC(=O)c2c(N)n(C)c(=O)n(C)c2=O)cc1 | i | -19
O=C(C[n+]1cc(-c2ccc(Br)cc2)n2c1CCCCC2)c1ccccc1 | ? | .
O=C(N[C@@H](Cc1ccccc1)C(=O)N1CCC2(CC1)NCCc1[nH]cnc12)c1cccc(Br)c1 | ? | .

(continued)
SMILES | S3 lipid droplet | S3 lipid droplet cell count max
O=C(O)CCn1c(C2CCCCC2)nc2ccccc21 | ? | .
CC(C)OCCCNC(=O)C1CC(=O)N(CCc2ccc(F)cc2)C1 (stereo not given) | -3% | 4
COc1ccc(NC(=O)c2nn(C)cc2[N+](=O)[O-])cc1 | 1% | -3
COC(=O)c1ccc(S(=O)(=O)c2ccc(C(=O)OC)s2)s1 | -1% | 17
Oc1ccc(Br)cc1C=Nc1ccc2[nH]ncc2c1 | ? | .
CC1CC1c1ccc(/C=C(\C#N)C(=O)Nc2ccc(Cl)cc2Cl)o1 (stereo not given) | ? | .
COc1ccc(-c2cn3cccnc3n2)cc1NC(=O)Nc1cc(C)ccc1C | ? | .
NC(=S)c1ccc(C(N)=S)o1 | ? | .

More results:
SMILES | S3 lipid droplet | S3 lipid droplet cell count max
COc1ccc(C(=O)Nc2ccc(C(=O)OCC(=O)c3cccc4ccccc34)cc2)cc1 | ? | .
COc1ccc(S(=O)(=O)N2CCN(C(=O)CCC3CCCC3)CC2)cc1 | ? | .
COc1ccc(-c2nnc(CSc3nc4ccccc4c(=O)n3C)o2)cc1OC | ? | .
CCc1ccc(NC(=O)Cn2ncc3c4ccccc4n(C)c3c2=O)cc1 | -11% | 5
CCN(CC)CCCn1c2c(c(SCC(=O)Nc3ccc4c(c3)OCO4)nc1=O)CCC2 | ? | .
Cc1cc(NC(=O)CSc2nc3ccccc3c(=O)n2Cc2ccc(F)cc2)no1 | 6% | -27
CC(=O)c1ccc(OCCNS(=O)(=O)c2ccc(-n3cnnn3)cc2)cc1 | i | -1
N#CC(c1cccc(C(F)(F)F)c1)(c1ncc(C(F)(F)F)cc1Cl)N1CCOCC1 (stereo not given) | 0% | -13

Further structures
SMILES | S3 lipid droplet | S3 lipid droplet cell count max
O=C(NCc1ccco1)c1ccc2c(c1)N(Cc1ccccc1)C(=O)CS2=O (stereo not given) | 5% | 0
O=C(NC(=O)c1ccccc1)NC1(C(F)(F)F)OCCO1 | ? | .
Cc1ccc(OCCN2CCN(C(=O)CCC(=O)Nc3nnc(CC(C)C)s3)CC2)cc1 | -12% | -9
CCCn1nc(C(=O)OCc2nc(N)nc(Nc3ccccc3C)n2)c2ccccc2c1=O | ? | .
